tim10-1 inh = growth inhibitors of tim10-1 mutant yeast, primary screen, luminescence, uHTS; AID 463190, 2010; S. cerevisiae tim10-1 ts strain growth, BacTiter-Glo, 24 h; inhibition, % at 20 µM; 330,000 compounds, 2.2% hits;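 active means inhibition of at least 40%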;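 further: mutant grown at 25 °C; 0% = DMSO wells with yeast and 100% = wells holding no yeast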
TIM10 inh = growth inhibitors of isogenic TIM10 control yeast, primary screen, counter-screen for tim10-1 yeast inhibitor project, luminescence, uHTS; S. cerevisiae TIM10 strain growth, BacTiter-Glo luminescence, 24 h; inhibition, % at 10 µM; 330,000 compounds, 1.4% hits; AID 463195, 2010;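 active means inhibition of 40% or more at the single tested concentration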;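 further: wild-type TIM10 isogenic control strain grown at permissive 25 °C; 0% = DMSO yeast wells and 100% = minimal medium wells without yeast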
NALP3 yeast inh = NALP3 inflammasome inhibitors in reconstituted yeast, primary screen, luminescence, uHTS. inhibition, % at 10 µM. Yeast reconstituted NLRP3/ASC/caspase-1, beta-gal luminescence, 24 h. 330,000 compounds, 0.39% hits;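 active means inhibition of 50% or more; inactive means inhibition below 50%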;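 further: plate controls were induced DMSO wells for no effect and uninduced yeast grown without galactose for full effect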
hIAP act = human IAP activators, primary screen, biochemical, luminescence, uHTS; Intestinal-type alkaline phosphatase (Homo sapiens), P09923; purified human IAP, CDP-Star luminescence, 30 min; active compounds read high; 1 = vehicle-only enzyme, 0 = enzyme-free background; activation factor at 10 µM; 330,000 compounds, 0.16% hits; AID 2524, 2010;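 active means activation factor of the enzyme at least 2-fold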; further: the source names both 10 and 20 µM as test concentration; values of inactives mirror those of a sister screen read the other way
Target sequence (P09923 whole entry, looked up): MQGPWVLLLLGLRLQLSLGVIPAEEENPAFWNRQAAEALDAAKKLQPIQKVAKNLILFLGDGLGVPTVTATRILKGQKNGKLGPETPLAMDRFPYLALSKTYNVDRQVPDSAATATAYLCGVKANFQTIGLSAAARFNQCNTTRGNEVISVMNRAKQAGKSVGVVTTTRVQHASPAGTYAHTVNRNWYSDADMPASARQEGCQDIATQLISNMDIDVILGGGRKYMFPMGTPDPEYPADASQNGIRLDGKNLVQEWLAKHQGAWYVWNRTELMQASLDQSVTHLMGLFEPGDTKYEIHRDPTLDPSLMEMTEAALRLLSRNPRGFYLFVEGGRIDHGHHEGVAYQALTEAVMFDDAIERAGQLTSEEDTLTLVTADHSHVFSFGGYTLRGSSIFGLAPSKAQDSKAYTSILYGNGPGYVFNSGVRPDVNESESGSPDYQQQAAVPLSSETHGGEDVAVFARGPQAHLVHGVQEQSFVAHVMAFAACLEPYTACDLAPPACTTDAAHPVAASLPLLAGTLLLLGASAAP
mIAP inh = inhibitors of mouse IAP, primary screen, biochemical, luminescence, uHTS | intestinal alkaline phosphatase [Mus musculus] | purified mouse IAP, CDP-Star luminescence, 30 min | inhibition, % at 10 µM | 330,000 compounds, 0.2% hits | AID 2806, 2010;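 active means inhibition of at least 40% at 10 µM in the primary screen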;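 further: plate controls were DMSO with enzyme for no effect and no enzyme wells for full effect; values of inactives mirror those of a sister screen read the other way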
Apaf1 inhib = inhibitors of human Apaf-1 apoptosome, primary screen, biochemical, DEVD-Rh110 fluorescence, uHTS; Apoptotic protease-activating factor 1 (Homo sapiens), O14727; reconstituted apoptosome caspase-3 activity; inhibition, % at 20 µM; 330,000 compounds, 0.71% hits; AID 489030, 2010; active means inhibition of at least 40% at 20 µM;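 further: plate controls were DMSO wells for no effect and DEVD-CHO caspase inhibitor wells for full effect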
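Material: reconstituted apoptosome with Apaf-1, cytochrome c, caspase-9, procaspase-3, dATP; medium: pH 7.5 Hepes buffer with CHAPS, BSA, DTT; also added: cytochrome c and DEVD-Rh110 substrate; timing: 30 min plus 50 min, RT; signal: Rh110 fluorescence intensity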
mIAP act = activators of mouse IAP, primary screen, biochemical, luminescence, uHTS; intestinal alkaline phosphatase [Mus musculus]; muIAP, CDP-Star luminescence, 30 min; active compounds read high; 1 = vehicle-only enzyme signal, 0 = enzyme-free wells; activation factor at 10 µM; 330,000 compounds, 0.24% hits;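 active means activation factor of at least 2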; further: the source names both 10 and 20 µM as test concentration; values of inactives mirror those of a sister screen read the other way
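System: mouse IAP enzyme. Reagent: CDP-Star chemiluminescent phosphatase substrate. Benchmarks: DMSO wells, no-enzyme wells. Times: 30 min enzyme-substrate-compound incubation at room temperature. Detection: luminescence from enzymatic CDP-Star hydrolysis. Doses: test compounds delivered from DMSO solution.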
hIAP block = human IAP inhibitors, primary screen, biochemical, luminescence, uHTS; 330,000 compounds, 0.12% hits; AID 2544, 2010; Intestinal-type alkaline phosphatase (Homo sapiens), P09923; purified IAP, CDP-Star luminescence, 30 min; inhibition, % at 10 µM;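 active means inhibition reaching a set limit with compound at 10 µM in the primary screen, cut at about 35% in these data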;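 further: plate controls were DMSO wells with enzyme for no effect and no-enzyme buffer wells for full effect; values of inactives mirror those of a sister screen read the other way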
ATG4B inh = ATG4B protease inhibitors, primary screen, biochemical, fluorescence, uHTS. Cysteine protease ATG4B (Homo sapiens), Q9Y4P1. ATG4B cleavage of LC3-PLA2, NBD-HPC fluorescence, 1 h. inhibition, % at 8.33 µM. 340,000 compounds, 0.51% hits; in the data active means inhibition above about 40%
Target sequence (Q9Y4P1 whole entry, looked up): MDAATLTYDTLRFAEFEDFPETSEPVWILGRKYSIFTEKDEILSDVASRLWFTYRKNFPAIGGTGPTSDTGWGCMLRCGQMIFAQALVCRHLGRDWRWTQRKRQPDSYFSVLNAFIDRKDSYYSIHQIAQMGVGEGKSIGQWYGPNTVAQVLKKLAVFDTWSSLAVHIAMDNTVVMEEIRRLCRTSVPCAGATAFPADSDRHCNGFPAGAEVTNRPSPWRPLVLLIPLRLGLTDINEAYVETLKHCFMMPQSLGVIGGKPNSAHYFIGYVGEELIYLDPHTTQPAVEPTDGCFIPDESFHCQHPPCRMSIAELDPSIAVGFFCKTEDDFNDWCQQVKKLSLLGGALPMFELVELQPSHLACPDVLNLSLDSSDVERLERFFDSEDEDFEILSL
* marks the source's active call; other numbers are inactive results.

(1) O=C(O)C1C2C=CC(C2)C1C(=O)NCc1ccoc1 (centres undefined)
(2) CC1(C)CC2(CC(c3ccccc3)Oc3cc(O)ccc32)NC(=S)N1 (centres undefined)
(3) Cc1cc(C)n(-c2ccc(C(=O)Nc3ccccn3)cc2)n1
(4) CC(Sc1nnc(COc2ccc([N+](=O)[O-])cc2)n1C)C(=O)O (centres undefined)
(5) COc1ccc(-c2[nH]ncc2CN2CCCC2c2nonc2C)c(F)c1 (centres undefined)
assay / entry | 1 | 2 | 3 | 4 | 5
tim10-1 inh | 11 | 10 | 19 | 4 | 36
TIM10 inh | -3 | 9 | 14 | -29 | 4
NALP3 yeast inh | 1 | 26 | 32 | 9 | -6
hIAP act | 1.2 | 0.91 | 1.2 | 1 | 1.1
mIAP inh | -7 | 8 | 6 | -1 | -4
Apaf1 inhib | 0 | 10 | 0 | -2 | 17
mIAP act | 1.1 | 0.92 | 0.94 | 1 | 1
hIAP block | -18 | 9 | -24 | -1 | -12
ATG4B inh | -6 | -5 | -1 | -9 | 3

(6) COc1cc(NC(=O)CN2CCN(C(=O)C3CCCO3)CC2)c(OC)cc1Cl (centres undefined)
(7) CC(Oc1ccccc1Br)C(=O)N1CCc2ccccc21 (centres undefined)
(8) O=C(/C=C/c1ccc(Cl)c([N+](=O)[O-])c1)c1ccc(O)cc1
(9) CN(C)CCOc1ccccc1-c1ccccc1
(10) CCOC(=O)c1c(C)[nH]c(C)c1S(=O)(=O)N(C)CC(=O)Nc1cccc(C)c1
assay / entry | 6 | 7 | 8 | 9 | 10
tim10-1 inh | -18 | 18 | 41* | 2 | 1
TIM10 inh | 7 | 7 | 24 | -2 | -5
NALP3 yeast inh | 13 | 17 | 16 | 7 | 5
hIAP act | 1.1 | 0.93 | 1 | 0.78 | 1.2
mIAP inh | 0 | 0 | -11 | 8 | -2
Apaf1 inhib | -4 | 9 | 13 | -2 | 3
mIAP act | 1 | 1 | 1.1 | 0.92 | 1
hIAP block | -8 | 7 | -1 | 22 | -17
ATG4B inh | 3 | -7 | -7 | 5 | -5

(11) CN1CCN(c2nc(-c3ccc(Cl)cc3Cl)nc3ccccc23)CC1
(12) Clc1cc(Br)ccc1OCCOCCOc1cccc2cccnc12
(13) Cc1ccc(-c2nc3cnccn3c2Nc2c(C)cccc2C)o1
(14) Cc1ccc2cc(-c3noc(C4CCCCC4)n3)c(=O)[nH]c2c1
(15) COc1cccc(SCc2noc(C(=O)NCc3ccccc3)c2C(=O)NCc2ccccc2)c1
assay / entry | 11 | 12 | 13 | 14 | 15
tim10-1 inh | 31 | 18 | 60* | 17 | 7
TIM10 inh | -3 | 18 | 28 | 10 | 8
NALP3 yeast inh | 49 | 21 | 17 | -2 | 7
hIAP act | 1 | 0.95 | 0.9 | 0.82 | 1.1
mIAP inh | 1 | 5 | 11 | 12 | -6
Apaf1 inhib | 6 | 24 | 6 | 7 | 6
mIAP act | 0.99 | 0.95 | 0.89 | 0.88 | 1.1
hIAP block | -4 | 5 | 10 | 18 | -9
ATG4B inh | -6 | -19 | -9 | 0 | -10

Single records, from the list above. Order of screens: tim10-1 inh | TIM10 inh | NALP3 yeast inh | hIAP act | mIAP inh | Apaf1 inhib | mIAP act | hIAP block | ATG4B inh
Record of `O=C(O)C1C2C=CC(C2)C1C(=O)NCc1ccoc1` (centres undefined) = 11 | -3 | 1 | 1.2 | -7 | 0 | 1.1 | -18 | -6
Record of `O=C(/C=C/c1ccc(Cl)c([N+](=O)[O-])c1)c1ccc(O)cc1` = 41* | 24 | 16 | 1 | -11 | 13 | 1.1 | -1 | -7

(more compounds)
(16) Cc1ccc(NC(=O)C2(c3cccs3)CCOCC2)cc1C
(17) Cc1nn(C)c(C(=O)Nc2ccc3c(c2)OCO3)c1[N+](=O)[O-]
(18) CNC(=S)N1CCc2ccccc2C1
(19) COc1cccc(CC(=O)Nc2ccc(S(=O)(=O)N3CCOCC3)cc2)c1
(20) CCCC(=O)Nc1nc(CC(=O)OCC)cs1
assay / entry | 16 | 17 | 18 | 19 | 20
tim10-1 inh | 13 | 14 | 8 | 7 | 4
TIM10 inh | -1 | 11 | 6 | 1 | -1
NALP3 yeast inh | 18 | 11 | 6 | 13 | -8
hIAP act | 1.1 | 0.8 | 0.92 | 1 | 1.2
mIAP inh | 20 | 12 | -9 | -9 | 2
Apaf1 inhib | 0 | -5 | -4 | 1 | -11
mIAP act | 0.8 | 0.88 | 1.1 | 1.1 | 0.98
hIAP block | -5 | 20 | 8 | -1 | -17
ATG4B inh | -6 | -3 | 4 | 4 | -4

(21) CCOC(=O)c1ccccc1NC(=O)c1nc2nccc(C)n2n1
(22) CN(C)c1ccc(-c2noc(C3CCN(S(=O)(=O)c4ccc(C(=O)O)cc4)CC3)n2)cc1
(23) CCSc1nnc(-c2cccs2)o1
(24) O=C(c1ccccc1[N+](=O)[O-])N1CCc2ccccc2C1
(25) CC(C)(C)NC(=O)COC(=O)c1cncc(Br)c1
assay / entry | 21 | 22 | 23 | 24 | 25
tim10-1 inh | 22 | 17 | -12 | 5 | 2
TIM10 inh | 17 | 1 | -24 | 3 | 8
NALP3 yeast inh | 4 | -5 | 6 | 10 | 21
hIAP act | 1.1 | 1.1 | 0.92 | 0.93 | 0.94
mIAP inh | 4 | -3 | 2 | 8 | -3
Apaf1 inhib | -7 | 6 | -15 | -5 | -26
mIAP act | 0.96 | 1 | 0.98 | 0.92 | 1
hIAP block | -11 | -14 | 8 | 7 | 6
ATG4B inh | -18 | 7 | 3 | -2 | -11

(26) CC(C)CCNC(=O)C1CCN(S(=O)(=O)c2ccc3c(c2)CC(C)N3C(=O)C2CC2)CC1 (centres undefined)
(27) O=C(OCc1cc2ccccc2[nH]c1=O)c1cccc([N+](=O)[O-])c1
(28) Cc1cc(OCC(=O)N(Cc2ccco2)C2CCS(=O)(=O)C2)cc(C)c1Cl (centres undefined)
(29) COc1ccccc1N1CCN(C(CNC(=O)c2ccco2)c2cccnc2)CC1 (centres undefined)
(30) CCOc1ccc(NC(=O)CN(C)C(=O)c2ccc(C3SCCS3)cc2)cc1OCC
assay / entry | 26 | 27 | 28 | 29 | 30
tim10-1 inh | 1 | 12 | 10 | -1 | 7
TIM10 inh | 5 | 13 | 18 | -11 | -1
NALP3 yeast inh | 10 | -7 | 2 | 6 | 23
hIAP act | 0.92 | 0.81 | 1.1 | 0.88 | 0.83
mIAP inh | -3 | -1 | 2 | -9 | 1
Apaf1 inhib | 0 | -17 | 1 | -10 | 2
mIAP act | 1 | 1 | 0.98 | 1.1 | 0.99
hIAP block | 8 | 19 | -10 | 12 | 17
ATG4B inh | 5 | 6 | -7 | -10 | -4

(31) CSc1ccccc1NC(=O)CCn1c(=O)sc2ccccc21
(32) CSc1nc2ccccc2n1Cc1c(Cl)cccc1Cl
(33) COC(=O)c1cc(Cl)c(NC(=O)c2cc(OC)c(OC)c(OC)c2)cc1OC
(34) O=C(Nc1ccc(-c2cn3ccccc3n2)cc1)c1ccco1
(35) COc1ccc(/C=N/NC(=O)Cc2cccs2)cc1
assay / entry | 31 | 32 | 33 | 34 | 35
tim10-1 inh | 11 | 32 | 11 | -18 | -2
TIM10 inh | 9 | 28 | -8 | 44* | -1
NALP3 yeast inh | 10 | -25 | -12 | 44 | 30
hIAP act | 1.1 | 1.1 | 0.9 | 1.1 | 1
mIAP inh | 3 | -5 | 5 | -1 | 0
Apaf1 inhib | 2 | 9 | -3 | 0 | -16
mIAP act | 0.97 | 1.1 | 0.95 | 1 | 1
hIAP block | -8 | -6 | 10 | -6 | 0
ATG4B inh | -11 | -4 | -6 | -2 | -6

(36) Cc1nn(-c2ccccc2)nc1C(=O)Nc1ccc2c(c1)OCCO2
(37) O=C(Cc1cccc2ccccc12)N/N=C1\CCCc2ccccc21
(38) Cc1ccc(NC(=O)CC2OC(=O)c3ccccc32)cc1S(=O)(=O)N1CCCCCC1 (centres undefined)
(39) CCCc1ncc(C(O)(c2ccccc2)c2ccccc2)n1C
(40) CNc1cc(CSC)nc(SCc2ccc(Cl)cc2Cl)n1
assay / entry | 36 | 37 | 38 | 39 | 40
tim10-1 inh | 10 | 19 | 13 | 6 | 49*
TIM10 inh | 18 | 19 | 6 | 9 | 44*
NALP3 yeast inh | 15 | 12 | 10 | 8 | 41
hIAP act | 0.92 | 0.98 | 0.94 | 1.2 | 0.83
mIAP inh | -4 | 2 | -4 | 6 | -1
Apaf1 inhib | 15 | 6 | 8 | 2 | 18
mIAP act | 1 | 0.98 | 1 | 0.94 | 1
hIAP block | 8 | 2 | 6 | -16 | 17
ATG4B inh | 1 | -8 | 5 | 9 | 0

Reprinted from the part before: 4 entries, then new ones.
(37) O=C(Cc1cccc2ccccc12)N/N=C1\CCCc2ccccc21
(38) Cc1ccc(NC(=O)CC2OC(=O)c3ccccc32)cc1S(=O)(=O)N1CCCCCC1 (centres undefined)
(39) CCCc1ncc(C(O)(c2ccccc2)c2ccccc2)n1C
(40) CNc1cc(CSC)nc(SCc2ccc(Cl)cc2Cl)n1
(41) O=C(CSc1n[nH]c(-c2ccccc2F)n1)NCC(=O)Nc1ccc(F)c(F)c1F
(42) CCCn1c(SCc2ccc(C(=O)OC)o2)nc2ccccc2c1=O
(43) CC(C)CC(CO)N1CCN(C(=O)c2ccc(Cl)cc2)CCC1=O (centres undefined)
(44) O=C(O)CNS(=O)(=O)c1cccc(Cl)c1
(45) CCOC(=O)Cn1ncc2c3ccccc3n(CC(=O)OCC)c2c1=O
(46) CCC(=O)Nc1ccc(-c2ccc(N3CCCCC3)nn2)cc1
(47) Cc1nnc(SCC(=O)Nc2nc(-c3ccccc3)cs2)n1N
(48) CCc1ccc(-c2cc(C(=O)NN3CCOCC3)c3ccccc3n2)cc1
assay / entry | 37 | 38 | 39 | 40 | 41 | 42 | 43 | 44 | 45 | 46 | 47 | 48
tim10-1 inh | 19 | 13 | 6 | 49* | 32 | 1 | -14 | -4 | 11 | -5 | 3 | -14
TIM10 inh | 19 | 6 | 9 | 44* | 22 | 3 | 9 | -3 | -15 | 15 | 2 | -31
NALP3 yeast inh | 12 | 10 | 8 | 41 | 5 | 17 | 6 | -12 | 5 | 17 | 9 | 20
hIAP act | 0.98 | 0.94 | 1.2 | 0.83 | 1.2 | 0.9 | 0.95 | 1.3 | 0.99 | 0.89 | 0.9 | 1
mIAP inh | 2 | -4 | 6 | -1 | -20 | 5 | -3 | -15 | -5 | 7 | -3 | 1
Apaf1 inhib | 6 | 8 | 2 | 18 | 6 | 12 | -7 | -9 | 7 | -15 | 1 | -6
mIAP act | 0.98 | 1 | 0.94 | 1 | 1.2 | 0.95 | 1 | 1.1 | 1 | 0.93 | 1 | 0.99
hIAP block | 2 | 6 | -16 | 17 | -23 | 10 | 5 | -26 | 1 | 11 | 10 | -3
ATG4B inh | -8 | 5 | 9 | 0 | -11 | 26 | 3 | -3 | -1 | 3 | -1 | -8
